Assay outcomes: PubChem, Broad Institute
EWS-Fli inh: inhibitors of EWS/Fli oncoprotein transcriptional activity; 350,000 compounds, 0.67% hits; inhibition, % at 12.6 µM; A673 NR0B1-luciferase reporter, viability-normalised;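 active means mean inhibition of at least 50% after viability correction, with every replicate also passing that limit; inconclusive means mean reaches 50% but only one of two replicates passes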;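 further: firefly luciferase signal divided by Alamar Blue viability fluorescence both relative to DMSO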
SIRT5 block: blocks human SIRT5 desuccinylation of peptide | inhibition, % at 15 µM | Purified SirT5, succinyl-peptide AMC, trypsin-coupled fluorescence | 330,000 compounds, 1.1% hits | AID 652115; in the data active means inhibition above about 15%; inconclusive means no clear call, values can overlap the other calls
Target sequence (Q9NXA8 whole entry, looked up): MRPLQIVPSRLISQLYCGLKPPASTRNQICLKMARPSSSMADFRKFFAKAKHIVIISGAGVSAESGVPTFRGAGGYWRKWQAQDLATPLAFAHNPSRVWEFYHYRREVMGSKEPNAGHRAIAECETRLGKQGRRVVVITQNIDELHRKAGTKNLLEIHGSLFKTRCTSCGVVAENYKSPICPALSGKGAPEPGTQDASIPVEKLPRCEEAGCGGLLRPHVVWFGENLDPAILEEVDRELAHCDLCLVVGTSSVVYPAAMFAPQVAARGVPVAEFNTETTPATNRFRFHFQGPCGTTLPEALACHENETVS
LGR2 inh: inhibitors of bursicon-induced Drosophila LGR2 receptor cAMP signaling | HEK293 LGR2, CRE-luciferase, bursicon-stimulated, 4 h | AID 720647 | 380,000 compounds, 0.35% hits | inhibition, % at 9.99 µM;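 active means drop in luminescence signal, shown as inhibition above about 50% in the replicate tests, limit read from the data, passing the limit was not always enough; inconclusive means probably only some replicates passing the limit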;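 further: agonist challenge used bursicon conditioned medium at about half maximal strength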
ARNT-TACC3 inh: disruptors of human ARNT/TACC3 interaction; AlphaScreen His-ARNT PAS-B/GST-TACC3 binding, luminescence; TACC3 fragment carries E629A point mutation; 390,000 compounds, 0.66% hits; inhibition, % at 9.99 µM; AID 623870; Q9Y6A5;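 active means mean inhibition of replicates at least 50% and at least half of replicates each reaching 50%; inconclusive means half or more replicates reach 50% but mean below 50%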;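 further: 0% = complete ARNT plus TACC3 wells and 100% = ARNT alone without TACC3; many hits fall short of the cut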
PAX8 reporter: PAX8 transcriptional activity inhibition; RMG-I TPO-luciferase reporter, SteadyGlo, 24 h; inhibition, % at 12.6 µM; 360,000 compounds, 1.2% hits; AID 652154;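 active means mean replicate inhibition at least 60% with every replicate also reaching 60%; inconclusive means only one of the two criteria is met; inactive means mean below 60% and not all replicates reaching 60%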;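 further: luciferase light reporting Pax8 driven TPO promoter activity; plate controls were median of neutral control wells for no effect and mitoxantrone controls for full effect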
DENV2 CPE: DENV2-induced cell death inhibition; CPE inhibition, % at 9.99 µM; DENV2-infected cells, cytopathic effect rescue, plate reader; 350,000 compounds, 1.7% hits; in the data active means CPE inhibition above about 20%, passing the limit was not always enough; inconclusive means no clear call, values can overlap the other calls; tested in BHK-21 cells;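 further: 0% = median of neutral control wells and 100% = median of positive control wells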
CASP6 VEID inh: caspase-6 (human) enzyme inhibition. P55212. purified caspase-6, Z-VEID-R110 cleavage fluorescence. inhibition, % at 12.5 µM. 350,000 compounds, 0.53% hits. AID 686996;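 active means mean inhibition across replicates at least about 35%, with every replicate also reaching that limit, limit read from the data; inconclusive means only one of the two criteria met; inactive means neither criterion met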;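 further: 0% = median of neutral control wells and 100% = no fluorescence left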
Target sequence (P55212 24-179 limits assumed): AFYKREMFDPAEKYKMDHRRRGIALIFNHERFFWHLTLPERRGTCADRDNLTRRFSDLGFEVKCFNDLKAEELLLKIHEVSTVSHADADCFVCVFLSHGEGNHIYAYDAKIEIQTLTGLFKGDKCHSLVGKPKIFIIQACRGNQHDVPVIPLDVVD
Target sequence (P55212 194-293 limits assumed): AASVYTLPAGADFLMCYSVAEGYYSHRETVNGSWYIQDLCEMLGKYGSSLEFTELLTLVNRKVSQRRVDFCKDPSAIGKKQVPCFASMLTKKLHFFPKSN
The depositor's hits bear a star; ? = inconclusive; nt = not tested or not shown; & = joins results of further samples.

SMILES	EWS-Fli inh	SIRT5 block	LGR2 inh	ARNT-TACC3 inh	PAX8 reporter	DENV2 CPE	CASP6 VEID inh
CCN(CC(=O)N1CCCC1)S(=O)(=O)c1ccc(Br)cc1	5	-4	18	2	-16	13	-2
O=C(O)c1cccc(S(=O)(=O)Nc2ccc(OCc3ccccc3)cc2)c1	6	-2	-1	-9	1	10	3
C[C@H]1CN([C@@H](C)CO)C(=O)Cc2cc(NC(=O)C3CCCCC3)ccc2O[C@@H]1CN(C)S(=O)(=O)c1ccc(Cl)cc1	8	3	-6	2	nt	0	0
O=S1(=O)CC(N2CCC(c3ccccc3)CC2)CN1Cc1ccccc1 (centres undefined)	-7	37*	18	nt	-13	9	-4
O=C(NCc1ccc2c(c1)OCO2)c1ccc2c(c1)OCO2	-2	-2	15	-1	14	-7	0
CC12CCC(=O)N1C(C(=O)NNC(=O)COc1ccccc1Cl)CS2 (centres undefined)	-3	-3	-3	nt	11	-4	1
COc1ccc(OCC(=O)N/N=C(/C)Cc2ccccc2)cc1	10	-2	nt	4	-11	nt	-1
CSc1cccc(NC(=O)CSc2ncccc2C(=O)Oc2cccc([N+](=O)[O-])c2)c1	-3	-4	8	-6	1	4	-3
O=C(NC1CCCCC1)C(c1ccc(F)cc1)N(CCCN1CCOCC1)C(=O)c1ccc(CN2CCOCC2)o1 (centres undefined)	-1	2	16	5	4	-3	-2
COc1ccc(-c2[nH]ncc2CN2CCCC2c2nonc2C)c(F)c1 (centres undefined)	-4	6	10	-6	2	-4	-1

Six entries from above, ordered by length of the SMILES, smallest number first.
SMILES	EWS-Fli inh	SIRT5 block	LGR2 inh	ARNT-TACC3 inh	PAX8 reporter	DENV2 CPE	CASP6 VEID inh
O=C(NCc1ccc2c(c1)OCO2)c1ccc2c(c1)OCO2	-2	-2	15	-1	14	-7	0
O=S1(=O)CC(N2CCC(c3ccccc3)CC2)CN1Cc1ccccc1 (centres undefined)	-7	37*	18	nt	-13	9	-4
CC12CCC(=O)N1C(C(=O)NNC(=O)COc1ccccc1Cl)CS2 (centres undefined)	-3	-3	-3	nt	11	-4	1
O=C(O)c1cccc(S(=O)(=O)Nc2ccc(OCc3ccccc3)cc2)c1	6	-2	-1	-9	1	10	3
O=C(NC1CCCCC1)C(c1ccc(F)cc1)N(CCCN1CCOCC1)C(=O)c1ccc(CN2CCOCC2)o1 (centres undefined)	-1	2	16	5	4	-3	-2
C[C@H]1CN([C@@H](C)CO)C(=O)Cc2cc(NC(=O)C3CCCCC3)ccc2O[C@@H]1CN(C)S(=O)(=O)c1ccc(Cl)cc1	8	3	-6	2	nt	0	0

(list continues)
SMILES	EWS-Fli inh	SIRT5 block	LGR2 inh	ARNT-TACC3 inh	PAX8 reporter	DENV2 CPE	CASP6 VEID inh
CCCC#Cc1ccc([C@H]2[C@@H](CO)N3CCCCN(C(=O)c4ccc5c(c4)OCO5)C[C@@H]23)cc1	-1	3	15	6	2	-5	3
COc1cc(C(=O)c2ccc3c(c2)OCO3)cc(OC)c1OC	?	2	6	-12	-2	-4	1
Cc1ccc(NC(=O)COC(=O)C2CSC3(C)CCC(=O)N23)cc1S(=O)(=O)N1CCOCC1 (centres undefined)	9	-3	7	1	-3	nt	-1
CC(Sc1nnnn1C1CCCC1)C(=O)Nc1cccc(S(=O)(=O)N2CCOCC2)c1 (centres undefined)	5	0	10	5	17	1	2
C/C=C\C(=O)Nc1cccc(C2=NOC3(C2)C[C@@H](C(N)=O)N(C(=O)C2(C)CC2)C3)c1 (some centres undefined)	-2	nt	-26	-2	0	nt	1
COc1ccc(NC(=O)c2ccc(-c3nn(C)c(=O)c4ccccc34)cc2)cc1	4	1	-8	-5	-14	-1	1
Cc1ccc(S(=O)(=O)N2CCCOC2CNC(=O)C(=O)NCCC2=CCCCC2)cc1 (centres undefined)	nt	nt	14	-1	17	nt	nt
COc1ccc(NC(=O)CCCNC(=O)Cn2cnc3sc(C)c(C)c3c2=O)cc1OC	-11	0	0	3	-3	-1	-1
O=C(CSc1ccc2ccccc2n1)N/N=C/c1ccccc1O	-12	-1	9	-1	7	1	-2
CCCCn1c(N)c(N(CC)C(=O)c2ccc(Cl)c([N+](=O)[O-])c2)c(=O)[nH]c1=O	6	0	8	-3	9	-7	6

Records above that bear a hit mark in SIRT5 block.
molecule	SIRT5 block	LGR2 inh	ARNT-TACC3 inh	CASP6 VEID inh
O=S1(=O)CC(N2CCC(c3ccccc3)CC2)CN1Cc1ccccc1 (centres undefined)	37*	18	nt	-4

Going on with the list:
SMILES	EWS-Fli inh	SIRT5 block	LGR2 inh	ARNT-TACC3 inh	PAX8 reporter	DENV2 CPE	CASP6 VEID inh
CCCCn1c(SCC(=O)c2c(N)n(C3CC3)c(=O)[nH]c2=O)nc2cc(S(N)(=O)=O)ccc21	2	-1	-4	-2	10	-8	13
C[C@H](CO)N1C[C@H](C)[C@H](CN(C)C(=O)c2ccccn2)Oc2cc(C3=CCCC3)ccc2S1(=O)=O	4	-5	5	-2	nt	-1	2
S=c1[nH]nc(-c2cc(-c3ccccc3)n[nH]2)n1/N=C/c1ccccc1	2	-1	-3	2	0	-1	2
O=C1NCC(Nc2ccc(Cl)cc2)C(=O)N1 (centres undefined)	8	nt	3	-15	-6	2	1
COc1ccc(CN(C)C[C@@H]2Oc3ccc(NS(=O)(=O)c4c(C)noc4C)cc3CC(=O)N([C@H](C)CO)C[C@@H]2C)cc1	3	2	-12	nt	nt	-1	-4
Cc1noc(C)c1S(=O)(=O)N(C)C[C@@H]1Oc2ccc(NS(=O)(=O)c3cn(C)cn3)cc2CC(=O)N([C@@H](C)CO)C[C@@H]1C	-8	-3	-52	-3	nt	9	-2
C[C@@H]1CCCCO[C@H](CN(C)S(=O)(=O)c2cn(C)cn2)[C@H](C)CN([C@@H](C)CO)C(=O)c2cc(NS(=O)(=O)c3cn(C)cn3)ccc2O1	-12	2	3	6	6	2	-4
Cc1cc(=O)n2nc(N3CCC(C(=O)NCc4ccc(F)cc4)CC3)sc2n1	4	1	-2	15	0	3	2
COc1cc(OC)cc(C(=O)NCC(=O)OC2CCCCC2=O)c1 (centres undefined)	-6	2	12	-2	-7	6	2
Cc1cc(/N=C/N(C)C)on1	4	-2	3	-3	nt	nt	-2
Brc1ccccc1C1Cc2nnccc2CN1 (centres undefined)	25	-3	2	nt	37	-9	0
O=C(C1CCC1)N1CC(=O)N2[C@H](CO)[C@H](c3ccc(Br)cc3)[C@H]2C1	-6	-3	-2	nt	-3	-8	2
O=C(Cn1cccc1)Nc1ccc(OC(F)(F)F)cc1	-9	-3	-9	-13	nt	0	-4
O=C1NC2(Nc3ccccc31)C(=O)Nc1ccc(Br)cc12 (centres undefined)	7	0	12	-1	21	4	-6
COc1ccc(-n2cnc3c(N)nc(N)nc32)cc1	-3	-2	-14	10	-16	-3	-5
O=C(COC(=O)/C=C/c1cccc(Br)c1)NCCC1=CCCCC1	nt	nt	-7	-4	6	nt	nt
COc1ccc(C(=O)NCCCC2CCCC2)cc1OC1CCN(C(C)C)CC1	11	-4	-12	nt	-22	2	-4
COc1ccc(-c2ccc3oc(-c4ccc(OC)cc4)c(C#CC4(O)CCCCC4)c3c2)cc1	24	nt	-21	-3	43	nt	nt
C[C@H]1CN([C@@H](C)CO)C(=O)c2cc(NS(=O)(=O)c3cn(C)cn3)ccc2O[C@@H]1CN(C)Cc1ccc(Oc2ccccc2)cc1	-2	2	-9	-7	nt	19	-1
O=C(Cc1ccccn1)NCC[C@@H]1CC[C@@H](NC(=O)Nc2ccc(Cl)cc2)[C@H](CO)O1	nt	1	-19	0	nt	2	1

The results go on:
Screens in order: EWS-Fli inh	SIRT5 block	LGR2 inh	ARNT-TACC3 inh	PAX8 reporter	DENV2 CPE	CASP6 VEID inh
- CN(C)C(=S)Nc1ccc2ccccc2c1
  nt	nt	-2	28	0	nt	nt
- CCOC(=O)CSc1nc2ccc(C)cc2cc1C#N
  -93	-1	-38	-1	nt	8	-3
- CC(C)CC#Cc1cnc2c(c1)C(=O)N([C@@H](C)CO)C[C@@H](C)[C@H](CN(C)C(=O)Nc1cccc(F)c1)O2
  5	1	-20	6	-6	3	-1
- CCN(CC)CCOc1ccc(/C(=C(/Cl)c2ccccc2)c2ccccc2)cc1
  25&13	-3&-3	-1&5	19&16	13&38	-11&-2	0
- O=c1cn[nH]c2ccccc12
  11	-2	-1	-5	-6	5	-2
- CN1C(=O)c2cc(NC(=O)c3ccc(C(F)(F)F)cc3)ccc2OC[C@@H]2O[C@H](CC(=O)NC3Cc4ccccc4C3)CC[C@H]21
  14	10	2	-5	45	13	2
- C=CCn1c(SCC(=O)NC2CCCC2)nc2c([nH]c3ccccc32)c1=O
  8	-5	17	-1	nt	9	-7
- O=C(NCCCCc1ccccc1)c1cccc(NC(=O)c2ccccc2)c1
  -5	-7	39	13	-10	-1	-2
- C[C@@H]1CCCCO[C@@H](CN(C)C(=O)c2ccccc2)[C@@H](C)CN([C@@H](C)CO)C(=O)c2cc(NS(=O)(=O)c3cn(C)cn3)ccc2O1
  8	-2	4	3	3	2	15
- CC(=O)c1cccc(NC(=O)CSc2nc(N3CCOCC3)nc(N3CCOCC3)n2)c1
  10	-2	9	2	nt	-1	-1
- CCOc1ccccc1OCC(=O)NN=C1CCCC(=O)C1
  -2	nt	11	12	-8	-4	-2
- Cc1ccc(O)c(-c2cc(C(=O)Nc3cccnc3)[nH]n2)c1
  -24	-4	-166	6	-158	-3	-3
- Cc1oc(-c2cccs2)nc1CS(=O)CC(=O)NC1CCCCCC1 (centres undefined)
  -13	-1	-12	-3	0	5	4
- COc1ccccc1-c1cn(CC[C@H]2CC[C@@H](NC(=O)Cc3ccccn3)[C@H](CO)O2)nn1
  7	1	4	14	5	-1	-5
- C[C@H]1CN([C@@H](C)CO)C(=O)c2cc(C#CCN(C)C)cnc2O[C@@H]1CN(C)C(=O)c1ccc(F)cc1
  -12	7	3	11	nt	-1	-25
- COc1ccc(-c2nc(CS(=O)CC(=O)NC3CCCc4ccccc43)c(C)o2)cc1OC (centres undefined)
  0	-3	-14	-1	-2	-3	2
- Cc1cccc(-n2cnc3sc(C)c(C)c3c2=O)c1
  -15	1	-14	6	-31	-4	0
- Cc1ccc(CN2CC(C(=O)Nc3ncc(C)s3)CC2=O)cc1 (centres undefined)
  5	-2	1	3	19	15	8
- COc1ccccc1-c1cn(CC[C@@H]2CC[C@@H](NC(=O)C3CCOCC3)[C@H](CO)O2)nn1
  -9	0	-9	10	-9	-4	1
- CCN1CCCC1CNC(=O)c1cc(COc2ccc(C)c(C)c2)on1 (centres undefined)
  -51	-6	-11	2	-126	-2	-4
- CCOC(=O)c1c(NC(=O)C2C3C=CC(C3)C2C(=O)O)sc2c1CCC(CC)C2 (centres undefined)
  nt	nt	-6	-5	15	nt	nt
- C=CCSc1ncc(CO)n1Cc1ccccc1
  13	0	-5	-4	-3	-1	1
- N#Cc1cccc(NC(=O)CC2CCCCC2)c1
  -30	0	-4	-6	nt	6	-3
- O=C(Cn1ncc2c([nH]c3ccccc32)c1=O)N1CCN(c2ccc(F)cc2)CC1
  nt	0	6	-7	2	17	1
- COc1ccc(-c2cc(C(=O)NCCCn3ccnc3)c3ccccc3n2)c(OC)c1
  13	8	4	8	1	0	-10
- C[C@@H]1CN([C@@H](C)CO)C(=O)c2ccccc2-c2ccccc2CO[C@H]1CN(C)C(=O)Cc1ccccc1
  7	0	3	3	4	0	2
- COc1ccc([C@H]2N[C@]3(CCCN(Cc4ccc(C)cc4)C3=O)[C@H]3C(=O)N(Cc4ccccc4)C(=O)[C@@H]23)cc1
  1	2	2	nt	-12	-7	5
